# Screening data as filed in PubChem.
# PNC inhibitor: High Content Assay for Compounds that inhibit the Assembly of the Perinucleolar Compartment | PC3M PTB-GFP, PNC prevalence imaging, 16 h; hits give low values | AID 2417, 2010 | 140,000 compounds, 3.1% hits | activity change (PNC), negative = inhibition, % at 10 µM;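 active = readout at or below -70, meaning at least 70% loss of cells showing the perinucleolar compartment, a nuclear body marking cancer cells; inconclusive = readout between -30 and a set limit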;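 note: plate controls were DMSO wells for no effect and camptothecin positive control wells for full effect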
#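 Read-out is percentage of cells bearing a perinucleolar compartment, from automated 20x imaging of fixed, Hoechst-stained PC3M PTB-GFP cells. Cells were seeded 4 h, then exposed 16 h to compound (23 nl of library stock) in duplicate plates.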
# IMPase inh: qHTS Assay for Identifying the Cell-Membrane Permeable IMPase Inhibitors; 120,000 tested, under 10 active; inhibition (IP1 accumulation), % at 46.1 µM; AID 901, 2007; CHO-M1 cells, IP1 accumulation, HTRF TR-FRET ratio; Inositol monophosphatase 1 (Rattus norvegicus), P97697; active = well fitted curve in the direction sought with a large enough effect in the signal ratio, not every such curve was filed as active; inconclusive = small, poorly fitted or top-dose-only effect, or a change in a side signal; inactive = no such curve, though single readings can be large or run the other way; the % refers to the signal ratio;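 note: cells stimulated with carbachol in lithium chloride buffer; plate controls were DMSO basal wells for no effect and reference inhibitor wells for full effect; higher means more IMPase inhibition seen as more IP1 and lower FRET ratio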
# Target sequence (P97697 whole entry, looked up): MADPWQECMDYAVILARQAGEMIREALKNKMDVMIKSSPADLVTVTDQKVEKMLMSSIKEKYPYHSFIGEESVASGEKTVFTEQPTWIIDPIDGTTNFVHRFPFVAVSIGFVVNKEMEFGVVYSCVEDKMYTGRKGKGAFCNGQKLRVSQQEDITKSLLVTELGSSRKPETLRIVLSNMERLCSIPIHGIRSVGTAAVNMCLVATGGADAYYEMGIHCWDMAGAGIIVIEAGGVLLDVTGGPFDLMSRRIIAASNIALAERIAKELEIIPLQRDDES
#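 Elevated IP1 in lysates lowers TR-FRET signal (665/620 ratio and 620 channel reported). Cells were CHO-M1, given carbachol (50 uM as added) plus 50mM LiCl, pH 7.4, 30 min, 37C; compounds titrated up to 46 uM; AC50 by Hill equation.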
# 15-hLO-2 inh: qHTS Assay for Inhibitors of 15-hLO-2 (15-human lipoxygenase 2) | Polyunsaturated fatty acid lipoxygenase ALOX15B (Homo sapiens), O15296 | purified 15hLO-2, xylenol orange hydroperoxide absorbance | Potency, µM (highest dose often 57.1 µM), inactives show top-dose activity change, negative = inhibition, usual class: inhibitors | 110,000 compounds, 0.56% hits | AID 881, 2007; note: potency is the fitted concentration of half-maximal effect; nearly all actives have a fitted effect of over 60% in size; many of its hits are not listed in these tables
# Target sequence (O15296 whole entry, looked up): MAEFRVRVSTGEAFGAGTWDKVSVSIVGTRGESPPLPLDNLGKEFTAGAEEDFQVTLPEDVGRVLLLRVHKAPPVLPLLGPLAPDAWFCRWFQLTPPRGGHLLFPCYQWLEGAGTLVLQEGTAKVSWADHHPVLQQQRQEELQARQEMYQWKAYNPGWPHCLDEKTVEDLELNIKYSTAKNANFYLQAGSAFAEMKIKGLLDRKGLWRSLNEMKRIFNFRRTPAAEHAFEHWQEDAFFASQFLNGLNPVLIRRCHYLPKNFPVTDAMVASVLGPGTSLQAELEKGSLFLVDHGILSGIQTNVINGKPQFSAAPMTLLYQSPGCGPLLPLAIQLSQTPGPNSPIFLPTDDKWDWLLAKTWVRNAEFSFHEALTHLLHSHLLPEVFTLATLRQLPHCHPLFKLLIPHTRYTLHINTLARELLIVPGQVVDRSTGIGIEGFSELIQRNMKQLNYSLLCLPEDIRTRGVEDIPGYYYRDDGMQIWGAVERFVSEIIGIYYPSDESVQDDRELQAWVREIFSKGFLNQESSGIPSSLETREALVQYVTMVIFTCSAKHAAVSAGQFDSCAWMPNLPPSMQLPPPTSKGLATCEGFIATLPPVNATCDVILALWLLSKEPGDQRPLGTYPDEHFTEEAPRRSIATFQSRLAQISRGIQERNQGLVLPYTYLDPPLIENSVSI
#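 Enzyme 50 nM, AA 45 uM, 25 mM Hepes pH 7.5 + 0.01% Triton X-100; cpd preinc 15 min RT, rxn 90 min RT; stop/detect with 200 uM XO + 300 uM Fe(II) in 50 mM H2SO4, 30 min; A573/A405.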
# ALOX12 inhib: qHTS Assay for Inhibitors of 12-hLO (12-human lipoxygenase) | Polyunsaturated fatty acid lipoxygenase ALOX12 (Homo sapiens), P18054 | purified 12-hLO, xylenol orange hydroperoxide absorbance | Potency, µM (top dose mostly 57.1 µM), inactives show top-dose activity change, negative = inhibition, usual class: inhibitors | 150,000 compounds, 0.12% hits | AID 1452, 2008; note: potency is the fitted concentration of half-maximal effect; nearly all actives have a fitted effect of over 55% in size; many of its hits are not listed in these tables
#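 Purified human 12hLO (150 nM), preincubated 15 min with compound, then 40 uM arachidonic acid for 30 min, room temperature, Hepes pH 7.0 with 0.01% Triton X-100. Hydroperoxide detected by ferrous iron/xylenol orange; 573/405 nm absorbance ratio gives reaction progress.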
# Starred values were filed as active, the others as inactive; ? = inconclusive; . = not tested or not shown; [ ] = another dose, or the depositor's remark. Unless noted, calls come from the whole dose curve; as a rule, active = well fitted curve in the direction sought with a large enough effect; inconclusive = small, poorly fitted or top-dose-only effect, or another doubt; inactive = no such curve, though single readings can be large; an effect the other way counts as inactive or inconclusive. Unless noted, % is set by controls: 0 for no effect and ±100 for the full control effect. A portion of the library; the hit share may differ from the screen's.
SMILES,PNC inhibitor,IMPase inh,15-hLO-2 inh,ALOX12 inhib
O=C(Nc1nc2ccccc2s1)c1cc2c(s1)-c1ccccc1OC2,-5,-14,-5%,1%
CCn1c(SCC(=O)Nc2nc3c(s2)CCCC3)nnc1-c1ccccc1,?,-4,-8%,-6%
Cc1ccc2nnc(Cl)n2n1,19,5[1.84 µM],3%[11.4 µM],-1%
CC(=O)Oc1ccc(N(C(C)=O)S(=O)(=O)c2cc([N+](=O)[O-])ccc2C)cc1,31,.,.,-1%
CCOC(=O)Cc1csc(NC(=S)NC(=O)CC(C)C)n1,-14,.,.,-1%
CCOC(=O)c1ccc(NC(=O)COc2ccc(S(=O)(=O)NC(C)C)cc2)cc1,-3,2,-5%,-5%
COc1cc(C(=O)N2CCN(S(=O)(=O)c3ccc(F)cc3)CC2)cc(OC)c1OC,-5,-1,-4%,12%
CSc1cccc(NS(=O)(=O)c2ccccc2)c1,27,4,-8%,2%
Cc1cccc(OCC(=O)N(Cc2cccs2)C2CCS(=O)(=O)C2)c1C (stereo not given),49,11,-1%,0%
COc1ccc(COc2ccsc2C(=O)Nc2ccc(Cl)cc2)cc1,-86*,-8[1.84 µM],6%[11.4 µM],0%
O=C(COc1ccc(S(=O)(=O)N2CCCCC2)cc1)NCc1cccnc1,12,-1,7%,-2%
CCC1CCCCN1C(=O)CSc1nc2c([nH]c3ccccc32)c(=O)n1C (stereo not given),-25,-6,.,0%
O=C(Cn1cccc1C(=O)c1ccccc1)NCCN1CCOCC1,51,9,.,0%
COC(=O)C1=C(O)/C(=C\c2ccc(O)c(OC)c2)N=C1C,-22,?,-21%,-12%
CC(=O)c1c(C)nc2ccccc2c1N,22,2,2%,-3%
O=C(CCCN1C(=O)c2ccccc2C1=O)N1CCc2ccccc2C1,?,2,-8%,-1%
Cc1ccccc1Oc1ncccc1C(=O)/C(C#N)=C/N(C)C,?,-3[1.84 µM],2%[11.4 µM],7%
COc1ccc(NC(=S)NCc2ccco2)c(OC)c1,-9,-3,-6%,12%
O=C(CCc1nc(-c2ccccc2F)no1)NC1CCCCCC1,?,-6,-2%,2%
CCCCN1C(=O)c2ccc(C(=O)Nc3c(N)n(CCCC)c(=O)n(C)c3=O)cc2C1=O,?,15,0%,-4%
N#CC1C(C#N)N2CCCN2C1c1ccc(Cl)cc1 (stereo not given),-18,15,.,-5%
O=C(NC1CCCc2ccccc21)c1cccc(S(=O)(=O)N2CCN(c3ccccc3)CC2)c1 (stereo not given),?,8,-8%,-6%
CCCn1c(SCc2cc(=O)oc3ccc4ccccc4c23)n[nH]c1=O,19,-3,-17%,-3%
Cn1c(=O)cc(OCC(=O)N2CCN(c3cccc(C(F)(F)F)c3)CC2)c2ccccc21,?,-5,.,12%
Cc1nn(-c2ccccc2)c(N)c1C1(O)C(=O)N(C)c2ccccc21 (stereo not given),3,.,.,0%

# Gathered by group: the compounds so far containing a Cl atom.
SMILES,PNC inhibitor,IMPase inh,15-hLO-2 inh,ALOX12 inhib
Cc1ccc2nnc(Cl)n2n1,19,5[1.84 µM],3%[11.4 µM],-1%
COc1ccc(COc2ccsc2C(=O)Nc2ccc(Cl)cc2)cc1,-86*,-8[1.84 µM],6%[11.4 µM],0%
N#CC1C(C#N)N2CCCN2C1c1ccc(Cl)cc1 (stereo not given),-18,15,.,-5%

# Record cards, as listed above. Screens in order: PNC inhibitor, IMPase inh, 15-hLO-2 inh, ALOX12 inhib
# Cc1ccccc1Oc1ncccc1C(=O)/C(C#N)=C/N(C)C as listed: ?, -3[1.84 µM], 2%[11.4 µM], 7%
# COC(=O)C1=C(O)/C(=C\c2ccc(O)c(OC)c2)N=C1C as listed: -22, ?, -21%, -12%
# N#CC1C(C#N)N2CCCN2C1c1ccc(Cl)cc1 (stereo not given) as listed: -18, 15, ., -5%
# CCOC(=O)c1ccc(NC(=O)COc2ccc(S(=O)(=O)NC(C)C)cc2)cc1 as listed: -3, 2, -5%, -5%
# Cn1c(=O)cc(OCC(=O)N2CCN(c3cccc(C(F)(F)F)c3)CC2)c2ccccc21 as listed: ?, -5, ., 12%

# (next part)
SMILES,PNC inhibitor,IMPase inh,15-hLO-2 inh,ALOX12 inhib
CCOC(=O)C1=C(C)NC(C)=C(C(=O)OCC)C1C(=O)OCC(=O)c1ccc2c(c1)OCCO2,26,8,11%,-8%
O=C(NCCn1ccc2ccccc21)c1ccc2c(c1)OCO2,?,12,-1%,-12%
Cc1csc2nc(CCNS(=O)(=O)c3ccc4c(c3)OCCO4)cn12,-12,-1,-1%,-3%
COc1cc(OC)cc(C(=O)OCn2nnc3ccccc3c2=O)c1,-8,4,.,-2%
COc1ccc2c(c1)c1ncn(CCCN3CCOCC3)c(=O)c1n2C,7,-4,8%,-4%
CCOc1ccc(N2CC(C(=O)OCC(=O)NCc3ccccc3)CC2=O)cc1 (stereo not given),-11,-2,1%,6%
CC(=O)c1ccc(-n2nncc2C)cc1,43,7,6%,2%
Cc1ccc2cc(CCNC(=O)c3c(-c4ccccc4Cl)noc3C)c(=O)[nH]c2c1,-12,4,3%,-11%
Cc1nc(NC(=O)c2cccnc2)ccc1Br,?,?,7%,-2%
O=C(CCCn1c(SCC(=O)c2ccc(O)c(O)c2)nc2ccccc2c1=O)NCC1CCCO1 (stereo not given),?,12,?,?
CCS(=O)(=O)NCCc1cc2c(OC)ccc(OC)c2[nH]c1=O,-100*,2,.,-2%
Cc1ccc(C(=O)CN(C(=O)c2ccc(Cl)cc2)N2C(=O)c3ccccc3C2=O)cc1,-12,-2,1%,-3%
COc1ccc(CN2CCCCC2C(=O)Nc2ccc(OC)c(OC)c2)cc1OC (stereo not given),17,-3,7%,-4%
O=C(CC1Sc2ccccc2NC1=O)Nc1cccnc1 (stereo not given),51,.,.,-1%
N#CCC(=O)N/N=C/c1ccc(Sc2nc3ccccc3s2)o1,59,-2,?,0%
COc1ccc(-c2noc(C3CCCN(C(=O)c4cccs4)C3)n2)cc1 (stereo not given),-5,9,1%,-3%
COc1ccc(C(=O)NCCC2=CCCCC2)cc1OC,25,13,4%,-1%
CCOC(=O)CSc1nc2c(c(=O)[nH]c(=O)n2C)n1CCCc1ccccc1,-108*,10,4%,-7%
N=C1C(c2nc3ccccc3s2)=C(O)CN1Cc1ccccc1,-4,8,.,3%
O=C(C1CCCO1)N1CCN(C(=S)Nc2ccccc2C(F)(F)F)CC1 (stereo not given),2,-6,.,-2%
COc1cc(C(=O)OC(C)CN2CCCC2)cc(OC)c1OC (stereo not given),21,-5,6%[2.29 µM],1%
O=c1cc(N2CCCCC2)c(-c2ccccc2)nn1Cc1c(Cl)cccc1Cl,59,11,-2%,6%
COC(=O)c1ccc(CSc2nc3ccc(Cl)cc3[nH]2)o1,26,-2,-3%,-3%
Cc1ccc2ccccc2c1Cn1c(-n2ccnc2)nc2c1c(=O)n(C)c(=O)n2C,16,10,13%,0%
CC(NS(=O)(=O)c1ccc(OCC(=O)N2CCOCC2)cc1)c1ccccc1 (stereo not given),?,7,.,2%
# Next results follow:
SMILES,PNC inhibitor,IMPase inh,15-hLO-2 inh,ALOX12 inhib
Cc1cc(C)n2nc(C(=O)Nc3ccccc3N3CCOCC3)nc2n1,?,5,-6%,2%
Cc1c(O)c(CN2CCCC2)cc2c3c(c(=O)oc12)CCC3,27,?,23%,-18%
CCC(=O)N1Cc2ccccc2-c2ccccc2C1=O,44,1,-3%,-5%
N#Cc1ccc(Oc2nc(Nc3ccc(F)cc3)nc(N3CCCC3)n2)cc1,?,0,26%,8%
CC(=O)Nc1cccc(OCC(=O)NS(=O)(=O)c2ccc(C)cc2)c1,17,-1,-4%,1%
COc1ccc([N+](=O)[O-])cc1NC(=O)C(C)OC(=O)C1c2ccccc2Oc2ccccc21 (stereo not given),143,?,.,-1%
C=CCn1c2ccccc2c2nnc(SCC(=O)Nc3cc(C)on3)nc21,-14,7,-1%,-14%
Cc1cccc(N2CCN(C(=O)c3ccc4nc(-c5ccco5)c(-c5ccco5)nc4c3)CC2C)c1 (stereo not given),18,12,.,-3%
CCC(C(=O)NC(C)CCc1ccccc1)n1nc(C)n2c(cc3occc32)c1=O (stereo not given),?,4,-7%,-6%
Cc1csc(N(C)C(=O)CSc2nnc(COc3cccc4ccccc34)o2)n1,-10,0,0%,-1%
O=C(CN1C(=O)NC2(CCCc3ccccc32)C1=O)Nc1cccc(S(=O)(=O)N2CCCCC2)c1 (stereo not given),?,.,.,-5%
Cc1cc(C)n(-c2nnc(C)n2/N=C/c2ccccc2OCc2ccccc2Cl)n1,34,11,-5%,-16%
O=C(OCC(=O)N1CCN(C(=O)c2ccco2)CC1)c1ccccc1OCc1ccccc1,-17,?,-15%,-5%
O=C(Nc1ccncc1)C1CCCN(S(=O)(=O)c2cccc3cccnc23)C1 (stereo not given),?,6,0%,1%
C=CCSc1nc2c(c(=N)n1CC=C)C1CCCC1S2 (stereo not given),7,18,13%,-16%
COC(=O)[C@H](CCSC)NC(=O)Nc1ccc(OC)c(Cl)c1,-22,-1,3%,-11%
Cc1cc(NC(=O)CCC(=O)N(c2cccnc2)C(C(=O)NC2CCCC2)c2ccccc2F)no1 (stereo not given),-12,?,.,0%
Cn1c(=O)c2c(nc(NC3CCCCC3)n2Cc2ccccc2)n(C)c1=O,?,-15,.,4%
CCOC(=O)COc1c(OC)cc(Cl)cc1C1NC(=O)NC(C)=C1C(C)=O (stereo not given),48,-1,2%,0%
O=C(OCn1nnc2ccccc2c1=O)c1ccc(S(=O)(=O)N2CCOCC2)cc1,?,-5,5%,0%
COc1cc(C2CC(=O)Oc3cc(C)c(Br)c(C)c32)cc(OC)c1OC (stereo not given),.,.,6%[0.0915 µM],-2%[0.00818 µM]
CCC(c1nnnn1CCC(C)C)N1CCC(C(N)=O)CC1 (stereo not given),-23,1,-4%,4%
CC(OC(=O)c1ccc2ncsc2c1)C(=O)NCc1ccccc1 (stereo not given),92,-4,.,4%
